# HEK293 cAMP ctrl: parental HEK293 cAMP activation (counter-screen) | parental HEK293 CNG cAMP sensor, membrane potential fluorescence | Potency, µM (series often up to 57.1 µM), inactives show at the highest dose activation, most hits filed as activators | hit rate 2.5% among 73,000 | AID 938; also: potency is read from the fitted curve at half-maximal effect; % of control where 0% means no effect; nearly all actives have a fitted effect of over 55% in size
#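 Parental HEK 293 cells stably expressing a modified CNG channel (no TSHR) report cAMP rise as membrane depolarization. Membrane potential dye with 100 uM RO 20-1724 was loaded for 60 min at room temperature, then compound added for 30 min; fluorescence read at 590 nm.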
# Casp1 inh: blocks human caspase-1 allosterically or competitively; Caspase-1 enzyme, Ac-WEHD-AFC fluorogenic rate; Potency, µM (highest dose often 57.5 µM), without a hit: top-dose activity change, negative = inhibition, usual class: inhibitors; hit rate 0.03% among 75,000;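 also: potency is read from the fitted curve at half-maximal effect; plate controls were vehicle for no effect and no substrate for full effect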
# Target sequence (P29466 120-297 limits assumed): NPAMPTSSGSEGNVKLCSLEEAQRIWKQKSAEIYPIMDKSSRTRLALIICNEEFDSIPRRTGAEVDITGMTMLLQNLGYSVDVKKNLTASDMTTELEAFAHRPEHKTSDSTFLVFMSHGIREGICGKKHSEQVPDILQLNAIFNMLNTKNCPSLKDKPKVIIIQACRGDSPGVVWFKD
# Target sequence (P29466 317-404 limits assumed): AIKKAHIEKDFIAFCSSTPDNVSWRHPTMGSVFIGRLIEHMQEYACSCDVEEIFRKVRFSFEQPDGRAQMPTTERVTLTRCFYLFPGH
# Caspase-7 inhib: caspase-7 (human) inhibition, allosteric or competitive | P55210 | recombinant caspase-7, Ac-DEVD-AFC fluorescence rate | Potency, µM (doses to about 57.5 µM), without a hit: at the top dose activity change, negative = inhibition, most hits filed as inhibitors | hit rate 0.02% among 75,000 | AID 889; active = well fitted inhibition curve with a large enough effect in the main read-out, with a control signal flat, not every such curve was filed as active; inconclusive = small, poorly fitted or top-dose-only effect, or a change in a side signal; also: potency is read from the fitted curve at half-maximal effect; % of control where 0% means no effect
# Target sequence (P55210 24-198 limits assumed): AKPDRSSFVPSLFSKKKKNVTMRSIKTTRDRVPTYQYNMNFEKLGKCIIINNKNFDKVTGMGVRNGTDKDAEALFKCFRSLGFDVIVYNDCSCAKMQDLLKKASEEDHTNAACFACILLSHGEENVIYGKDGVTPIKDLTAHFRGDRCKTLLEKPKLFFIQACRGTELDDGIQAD
# Target sequence (P55210 207-303 limits assumed): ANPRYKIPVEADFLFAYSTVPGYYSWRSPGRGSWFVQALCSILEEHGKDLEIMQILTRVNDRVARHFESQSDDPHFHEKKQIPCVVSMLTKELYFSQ
# USP2a inhib: blocks human ubiquitin-specific protease USP2a; O75604; USP2a enzymatic assay, qHTS inhibition; Potency, µM (doses to about 38.3 µM), for inactives: at the highest dose activity change, negative = inhibition, actives largely listed as inhibitors; hit rate 0.1% among 60,000; AID 927;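 also: potency is read from the fitted curve at half-maximal effect; nearly all actives have a fitted effect of over 60% in size; plate controls were DMSO for no effect and NEM full inhibition control for full effect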
#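 Inhibition is measured in a cell-free coupled assay with 20 nM USP2 core, 20 nM Ub-PLA2 and 20 uM NBD C6-HPC, 2.5 h incubation. Activity normalized to NEM control.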
# BRCT PPI red: BRCT-phosphoprotein interaction inhibition (red fluorophore). Potency, µM (series often up to 76.9 µM), without a hit: top-dose activity change, negative = inhibition, usual class: inhibitors. P38398. BRCT-phosphopeptide binding, red fluorescence polarization. hit rate 0.03% among 75,000; also: % is scaled to controls: 0 for no effect and ±100 for the full control effect
#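 Fluorescence polarization: 100 nM His-tagged BRCA1 BRCT with 100 nM TAMRA-labelled phospho-BACH1 decapeptide, phosphate buffer pH 7.3 with 150 mM NaCl, DTT, 0.01% Tween 20; 12 min RT. Binding inhibition seen as FP decrease.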
# DNA Pol III inh: blocks replication by bacterial DNA polymerase III holoenzyme. reconstituted DNA polymerase III holoenzyme replication, biochemical. Potency, µM (series often up to 57.1 µM), without a hit: at the top dose activity change, negative = inhibition. hit rate 0.25% among 71,000. AID 603; also: potency is read from the fitted curve at half-maximal effect; % is scaled to controls: 0 for no effect and ±100 for the full control effect
#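 Reconstituted *E. coli* holoenzyme (0.35 nM Pol III, 1 nM beta, 154 nM SSB, 2 nM primase) was preincubated with compound for 15 min at RT. Synthesis on 1.4 nM ssM13Gori ran 35 min, then was stopped with PicoGreen/EDTA and read as dsDNA fluorescence.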
# ALOX15 inhib: 15-hLO (ALOX15) enzyme inhibition. Potency, µM (doses to about 57.1 µM), inactives show top-dose activity change, negative = inhibition, actives largely listed as inhibitors. P16050. purified 15hLO-1, xylenol orange hydroperoxide absorbance. hit rate 1.4% among 74,000; also: potency is read from the fitted curve at half-maximal effect; % is scaled to controls: 0 for no effect and ±100 for the full control effect; nearly all actives have a fitted effect of over 55% in size
#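 Readout: Fe(III)-xylenol orange absorbance, 573-to-405 nm ratio as reaction progress. Enzyme 40 nM purified human 15hLO-1, substrate 50 uM arachidonic acid, 6 min RT after 15 min compound preincubation; Hepes pH 7.5 buffer with Triton X-100.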
# Tau fil binding: tau filament binding; Potency, µM (doses to about 57.1 µM), inactives show at the highest dose activity change, negative = inhibition; hit rate 2% among 71,000; P10636; recombinant tau filaments, thioflavin S fluorescence, 15 h; filaments grown with octadecylsulfate alongside compound;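 also: potency is read from the fitted curve at half-maximal effect; % is scaled to controls: 0 for no effect and ±100 for the full control effect; actives lower thioflavin S fluorescence by blocking filaments or displacing dye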
#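 Read-out: ThS fluorescence, 450 nm excitation/510 nm emission; lower signal marks blocked filament formation or displaced dye. Tau at 1 uM with 30 uM ODS, 10 uM ThS, 5 mM DTT, 100 mM NaCl, 10 mM HEPES pH 7.4; 15 h, 37 C.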
# Rhodamine autofl: compound autofluorescence in rhodamine spectral region; Rhodamine-region fluorescence, 547/598 nm, Tris buffer; active compounds read high; max dye-equivalent concentration, M; hit rate 0.05% among 59,000; in the data active = max dye-equivalent concentration above about 11 nM; inconclusive = between about 1.1 nM and that limit
#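 Compound fluorescence in 100 mM Tris, pH 8.0, read after 15 min at room temperature with 547 nm excitation and 598 nm emission. Output is dye-equivalent concentration from an on-plate rhodamine standard series.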
# BRCT PPI green: BRCA1 BRCT-phosphoprotein interaction inhibition | P38398 | BRCA1 BRCT-phosphopeptide binding, green fluorescence polarization | Potency, µM (highest dose often 76.9 µM), for the others: at the top dose activity change, negative = inhibition, most hits filed as inhibitors | hit rate 0.05% among 75,000;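 also: potency is read from the fitted curve at half-maximal effect; plate controls were peptide without protein for full effect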
#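 Fluorescence polarization: His-tagged BRCT (~35 kDa BRCA1 C-terminus, 250 nM) bound to 100 nM fluorescein-labeled phosphorylated 10-aa BACH1 peptide, pH 7.3 phosphate buffer with DTT and Tween 20. Compounds incubated 12 min at room temperature; inhibition read as lowered polarization.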
# HADH2 inh: HADH2 (human) dehydrogenase inhibition. Potency, µM (series often up to 57.1 µM), for the others: top-dose activity change, negative = inhibition, actives largely listed as inhibitors. hit rate 3.4% among 73,000. recombinant HADH2, NADH fluorescence, beta-hydroxybutyryl-CoA; also: potency is read from the fitted curve at half-maximal effect; % is scaled to controls: 0 for no effect and ±100 for the full control effect; nearly all actives have a fitted effect of over 60% in size; many of its hits are not listed in these tables
# Target sequence (Q99714 whole entry, looked up, one chain of several): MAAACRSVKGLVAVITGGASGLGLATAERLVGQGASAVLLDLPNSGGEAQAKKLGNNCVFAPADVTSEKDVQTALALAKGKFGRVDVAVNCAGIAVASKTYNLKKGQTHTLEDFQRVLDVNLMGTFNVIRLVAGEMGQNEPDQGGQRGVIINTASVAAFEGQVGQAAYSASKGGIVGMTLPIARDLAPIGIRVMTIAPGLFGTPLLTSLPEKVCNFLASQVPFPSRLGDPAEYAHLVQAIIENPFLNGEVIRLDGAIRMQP
#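 His-tagged recombinant enzyme from E. coli, 20 nM, preincubated 15 min RT with compound; reaction started with 1 mM NAD+ and 90 uM beta-hydroxybutyryl-CoA in 100 mM Tris-HCl pH 9.0. NADH fluorescence (ex 360/em 450) read over 4 min; last-minus-first difference.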
# * marks the source's active call; other numbers are inactive results; i = inactive; ? = inconclusive; . = no result given; [ ] = another dose, or the depositor's remark. Unless noted, calls follow the shape of the dose curve; as a rule, active = well fitted curve in the direction sought with a large enough effect; inconclusive = small, poorly fitted or top-dose-only effect, or another doubt; inactive = no such curve, though single readings can be large; an effect the other way counts as inactive or inconclusive.
# Second line of a record – HEK293 cAMP ctrl | Casp1 inh | Caspase-7 inhib | USP2a inhib | BRCT PPI red | DNA Pol III inh | ALOX15 inhib | Tau fil binding | Rhodamine autofl | BRCT PPI green | HADH2 inh
> C/C=C(\C)C(=O)OC1c2c(ccc3ccc(=O)oc23)OC(C)(C)C1OC(C)=O (stereo not drawn)
    . | -3.6% | 0.5% | -12.8% | -0.9% | . | -4.7% | . | . | -1.7% | .
> O=C(O)[C@H]1CN(C/C=C/P(=O)(O)O)CCN1
    -9.3% | 0.6% | -0.3% | . | 0.3% | . | ? | . | . | -0.9% | 0.5%
> COc1ccc2c(c1)CCc1c(C(=O)N3CCCC3)noc1-2
    18.5% | 0.4% | -1.6% | 7.1% | -0.7% | -7.1% | -10.7% | 1.3% | i | -0.9% | -6.1%
> CC(C)C(=O)N(Cc1cc2ccccc2[nH]c1=O)C(C)C
    ? | -0.1% | -0.4% | 6.4% | -1.3% | -7.7% | -4.8% | 4.0% | i | -2.0% | -17.9%
> CC(=O)NCCn1c(SCC(=O)OCc2ccccc2)nc2ccccc2c1=O
    13.9% | 2.0% | -0.4% | 12.6% | -0.1% | -6.0% | -3.8% | -10.0% | i | -3.3% | 0.0%
> O=C(NCc1ccc(F)cc1)c1ccc(CS(=O)(=O)Cc2ccc(F)cc2)o1
    12.6% | 1.9% | -1.1% | ? | -1.8% | 2.1% | 5.5% | -8.4% | i | -1.7% | 5.4%
> CN(C(=O)C1CCCO1)c1nnc(-c2ccccn2)s1 (stereo not drawn)
    6.0% | -1.8% | 1.0% | -4.0% | 0.5% | -4.8% | 9.8% | -1.7% | i | -0.1% | .
> COc1cc(NC(=O)c2ccc3c(c2)OCO3)ccc1NC(=O)C(C)C
    1.7% | 2.1% | -1.6% | 9.9% | -0.8% | -6.5% | 2.5% | 3.6% | i | 0.0% | -2.0%
> O=C(Nc1ccc(Br)cc1Cl)Nn1cnnc1
    5.3% | -0.8% | -1.7% | -3.8% | -0.5% | -2.4% | 2.2% | -8.2% | i | 0.1% | -0.6%
> CSc1ccc(C=O)cc1
    -7.2% | -1.4% | 1.8% | . | -0.8% | -0.7% | -5.2% | 11.2% | . | 1.1% | 4.6%
> CCOc1ccc(C2C(C#N)=C(N)Oc3nc[nH]c(=O)c32)cc1OC (stereo not drawn)
    3.1% | -3.9% | 4.6% | -5.8% | 2.6% | -1.6% | 0.6% | 6.8% | i | 4.1% | -15.8%
> Cc1nnc(NC(=O)C2CCCO2)s1 (stereo not drawn)
    -6.5% | 0.6% | 0.9% | -2.8% | -0.3% | -3.5% | -11.2% | 14.0% | i | -2.0% | ?
> CCC(=O)Nc1cc(NC(=O)CSc2nnc(C(C)C)n2CC)ccc1C
    0.9% | -0.1% | -0.3% | 2.8% | 1.3% | 5.7% | 11.3% | -8.3% | i | -2.8% | 2.0%
> CSc1nc(C)cc(OCC#N)n1
    5.2% | 0.5% | -1.8% | -2.2% | -1.5% | 0.8% | -3.5% | -1.4% | i | -2.8% | -10.9%
> COc1ccc(-c2c(C)oc3c(CN4CCCCC4C)c(O)ccc3c2=O)cc1OC (stereo not drawn)
    0.4% | -6.9% | -19.4% | . | 0.0% | -3.3% | -20.7% | 5.7% | . | 0.3% | ?
> CCC(CC)C(=O)Nc1cccc(C(=O)N2CCOCC2)c1
    2.0% | 0.9% | -1.0% | 3.8% | 1.9% | -2.9% | 1.7% | 9.1% | i | -4.0% | 0.3%
> CCCN(CCO)Cc1ccc(F)c(Br)c1
    3.9% | -1.2% | -0.6% | . | 1.5% | . | -5.0% | . | . | 0.2% | 11.5%
> CN(C)CCCNC(=O)CC(c1ccccc1)c1ccccc1O (stereo not drawn)
    3.4% | -1.3% | -0.5% | 1.0% | -1.5% | 0.0% | ? | -11.4% | i | -4.0% | 18.2%
> Cc1cc(C)nc(NCC(O)CNc2ccccc2Cl)n1 (stereo not drawn)
    15.3% | -2.3% | 1.1% | -8.8% | 1.1% | -10.6% | -8.0% | 0.2% | i | -0.8% | -13.9%
> O=C(O)c1ccccc1NS(=O)(=O)c1cccc2cccnc12
    10.6% | -1.3% | -1.8% | 4.9% | -0.6% | 5.1% | -0.9% | -5.3% | i | 0.8% | -4.3%
> COCCn1c(C)cc(C(=O)COC(=O)CCN2C(=O)c3ccccc3C2=O)c1C
    1.4% | -0.8% | -2.6% | 2.6% | -0.5% | -3.2% | -1.5% | -2.4% | i | -1.9% | -0.1%
> Cn1cc(/C=N/n2cnc3scc(-c4ccccc4)c3c2=O)c2ccccc21
    17.6% | -6.1% | -7.2% | 29.5% | -0.5% | -3.6% | -2.0% | 13.3% | i | -3.1% | 3.16µM*
> Nc1c(S(=O)(=O)c2cccc(Cl)c2)c2nc3ccccc3nc2n1/N=C/c1ccc(O)c(O)c1
    6.6% | -2.8% | -9.9% | ? | -1.7% | -9.7% | 15.8µM* | ? | i | -2.2% | 25.1µM*
> CCc1c(C)nc(N)nc1OCC(F)(F)C(F)F
    12.5% | 0.6% | 0.7% | 7.4% | -0.8% | -5.4% | 3.6% | 11.6% | . | -1.7% | -13.9%
> C=CCn1c(=N)n(CC(=O)OCC)c2ccccc21
    16.4% | 1.4% | 1.9% | -3.7% | -0.2% | 5.0% | 1.2% | 3.1% | i | -0.3% | 2.2%
> COc1cccc(NC2CC(=O)N(CCc3ccccc3)C2=O)c1 (stereo not drawn)
    -3.0% | -2.1% | 0.8% | 10.5% | 0.2% | -3.1% | 4.7% | -5.8% | i | -0.1% | -10.3%
> CCOC(=O)C1CCCN(C(=O)CN2CCN(Cc3ccc(Cl)cc3)C2=O)C1 (stereo not drawn)
    17.7% | 1.5% | -1.6% | 6.3% | -0.7% | -1.1% | 10.0% | 7.8% | i | -0.5% | 7.2%
> O=C(NCC(c1cccnc1)N1CCOCC1)c1ccc2c(c1)OCO2 (stereo not drawn)
    13.9% | -2.4% | -2.1% | 0.2% | 0.2% | -1.7% | 0.4% | -6.0% | i | -1.1% | 1.0%
> CCCCc1nc2ccccc2c(=O)n1NC(=O)c1c(O)c2cccc3c2n(c1=O)CCC3
    -8.6% | 1.4% | -1.3% | -6.4% | 1.7% | 2.0% | -5.3% | 1.2% | i | 2.0% | 0.5%
> CCOC(=O)c1sc(NC(=O)c2ccco2)nc1C
    -4.0% | -0.7% | -0.9% | -2.1% | -0.1% | -1.9% | 7.1% | 16.6% | . | -2.8% | -11.2%
> CCOC(=O)N1CCN(C(=O)c2c(O)c3cccc4c3n(c2=O)CC4)CC1
    2.7% | 2.4% | 1.7% | 40.3%[activator] | 0.6% | -6.4% | 6.3% | 8.3% | i | -2.4% | 0.9%
> CNC(=O)CSc1nnc(-c2ccncc2)n1Cc1ccccc1
    -4.1% | -0.5% | -0.7% | -0.8% | 0.2% | 1.3% | 11.2% | 11.2% | i | 0.3% | 2.0%
> COc1ccc(CNc2ncnc3ccc(-c4ccc5c(c4)OCO5)cc23)c(OC)c1
    ? | -2.4% | -3.4% | 44.7%[activator] | -0.1% | -2.1% | ? | 79.8% | i | -1.4% | ?
> Cc1ccc(NC(=O)c2cccs2)cc1NC(=O)c1ccco1
    4.5% | -1.2% | -0.2% | 2.4% | -0.5% | 0.2% | -4.3% | 6.6% | i | 0.4% | 2.3%
> OC(CCN1CCCCC1)(c1ccccc1)C1CCCCC1 (stereo not drawn)
    . | 1.5% | 0.7% | 4.9% | -1.1% | . | 9.1% | . | i | -2.5%[3.08 µM] | .

# Full records, looked up by structure:
# COc1ccc(CNc2ncnc3ccc(-c4ccc5c(c4)OCO5)cc23)c(OC)c1 across the screens: HEK293 cAMP ctrl: ?; Casp1 inh: -2.4%; Caspase-7 inhib: -3.4%; USP2a inhib: 44.7%[activator]; BRCT PPI red: -0.1%; DNA Pol III inh: -2.1%; ALOX15 inhib: ?; Tau fil binding: 79.8%; Rhodamine autofl: i; BRCT PPI green: -1.4%; HADH2 inh: ?
# Cc1ccc(NC(=O)c2cccs2)cc1NC(=O)c1ccco1 across the screens: HEK293 cAMP ctrl: 4.5%; Casp1 inh: -1.2%; Caspase-7 inhib: -0.2%; USP2a inhib: 2.4%; BRCT PPI red: -0.5%; DNA Pol III inh: 0.2%; ALOX15 inhib: -4.3%; Tau fil binding: 6.6%; Rhodamine autofl: i; BRCT PPI green: 0.4%; HADH2 inh: 2.3%

# The list is partial; count on the stated rates, not on these rows.
